# GPR151 activ – activators of human GPR151, primary screen, cell-based, PathHunter beta-arrestin, luminescence; actives 1% (n = 650,000); activation, % at 11.2 µM; PathHunter beta-arrestin GPR151 cells; G-protein coupled receptor 151 (Homo sapiens), Q8TDV0; in the data active = activation above about 4.9%;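 note: 0% = median of compound wells and 100% = cells with positive control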
# FBW7 act – FBW7 E3 ligase activators, primary screen, biochemical, AlphaScreen, human. F-box/WD repeat-containing protein 7 (Homo sapiens), Q969H0. actives 0.13% (n = 650,000). normalized activity (activation), % at 26.1 µM. AlphaScreen FBW7–phospho-cyclin E peptide binding, activator screen. AID 1259310, 2017; in the data active = normalized activity above about 1.9%;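 note: purified mutant Fbw7 with reduced substrate affinity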
# Target sequence (Q969H0 whole entry, looked up): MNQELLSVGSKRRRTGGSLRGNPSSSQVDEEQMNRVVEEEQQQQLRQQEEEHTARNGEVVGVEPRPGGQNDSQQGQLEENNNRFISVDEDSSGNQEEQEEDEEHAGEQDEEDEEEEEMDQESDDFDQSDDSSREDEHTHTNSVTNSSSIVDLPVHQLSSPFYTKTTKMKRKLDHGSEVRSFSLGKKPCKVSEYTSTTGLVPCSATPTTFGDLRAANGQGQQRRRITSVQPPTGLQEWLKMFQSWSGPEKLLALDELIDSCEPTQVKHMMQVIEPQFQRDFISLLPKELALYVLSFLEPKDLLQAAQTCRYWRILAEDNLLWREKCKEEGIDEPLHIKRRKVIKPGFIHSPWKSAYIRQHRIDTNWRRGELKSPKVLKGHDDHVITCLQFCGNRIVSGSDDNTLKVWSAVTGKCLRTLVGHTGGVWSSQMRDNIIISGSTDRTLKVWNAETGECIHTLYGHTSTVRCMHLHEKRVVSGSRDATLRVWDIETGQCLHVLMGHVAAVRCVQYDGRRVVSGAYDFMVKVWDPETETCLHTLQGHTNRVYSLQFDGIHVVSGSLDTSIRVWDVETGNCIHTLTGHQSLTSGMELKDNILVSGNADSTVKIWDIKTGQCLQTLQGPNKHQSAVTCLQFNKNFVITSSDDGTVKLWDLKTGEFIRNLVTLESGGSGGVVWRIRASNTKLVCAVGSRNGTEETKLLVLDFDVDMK
# TEAD-YAP inh – TEAD-YAP interaction inhibition, primary screen, TEAD-YAP interaction inhibitor project, luminescence, HEK-TIYL cells | actives 1.4% (n = 640,000) | TEAD-Gal4/YAP UAS-luciferase luminescence | inhibition, % at 9.12 µM | AID 1259422, 2018; in the data active = inhibition above about 32%;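 note: 0% = median of test compound wells and 100% = reference inhibitor wells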
# MITF primary – MITF inhibitors, primary screen, biochemical, AlphaScreen, human. AlphaScreen MITF homodimerization, bead proximity signal. inhibition, % at 2.6 µM. actives 0.91% (n = 650,000). AID 1259374, 2018; in the data active = inhibition above about 50%;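 note: 0% = vehicle wells with protein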
# * = called active by the depositor; · = not tested or not shown; & = joins results of further samples.
SMILES,GPR151 activ,FBW7 act,TEAD-YAP inh,MITF primary
C=CCn1cnc2c(c1=O)c1nc3ccccc3nc1n2Cc1ccc(OC)cc1,1.4,0.1,6.0,5.7
COc1ccn2c(C3CCN(C(C)=O)C3)nc(-c3cccs3)c2c1 (stereo not drawn),-0.6,-0.8,-13.0,14.5
CCCNS(=O)(=O)c1ccc(F)c(C(=O)Nc2ccc(CC)cc2)c1,1.2,0.2,7.4,-4.9
CCN(C(=O)CSc1nnc(-c2ccco2)o1)C1CCS(=O)(=O)C1 (stereo not drawn),11.9*,0.1,-10.5,-2.7
O=C(CCS(=O)(=O)c1ccc(Cl)cc1)N1CCN(c2ccccc2)CC1,-0.5,0.1,-1.0,6.8
CCOc1cc(C(=S)N2CCN(CCO)CC2)ccc1O,-0.1,-0.4,5.3,-1.9
COc1ccc(CN2CCNC(=O)C2CC(=O)NCCc2ccc(F)cc2)c(OC)c1 (stereo not drawn),-0.8,-0.1,7.3,3.5
O=C(N1CCc2[nH]c3ccccc3c2C1)C12CC3CC(CC(C3)C1)C2,-0.3,-0.1,3.2,-3.1
CCOC(=O)c1c(NC(=O)c2cccc(OC)c2)sc2ccccc12,-0.6,0.0,6.8,-3.3
Cc1ccc(NC(=O)CN2CCN(c3ccccc3O)CC2)c(Br)c1,-1.7,0.1,5.7,16.4
COc1ccc(OC)c(-c2nc(C(N)=O)c3[nH]c(=O)n(-c4ccc(Cl)cc4)c3n2)c1,-0.5,-0.1,4.9,-5.9
Cc1ccccc1-c1cnnc(NCc2nccn2C)n1,-0.5,-0.2,2.2,2.6
O=C1C2C3C=CC(CC3)C2C(=O)N1c1ccc(Cl)cc1 (stereo not drawn),-0.4,0.1,-0.6,6.0
CN(C)S(=O)(=O)c1ccc2c(c1)C(CC(=O)O)OC2=O (stereo not drawn),0.7,0.4,6.0,4.0
COc1cc(NC(=O)c2ccc(Cl)cc2)c(Cl)cc1NC(=O)c1ccc(F)cc1,1.2,-0.1,5.2,10.5
CC1CN(c2nc3c(c(=O)[nH]2)CCN(C(=O)Cc2ccccc2F)C3)CC(C)O1 (stereo not drawn),0.3,-0.1,-0.7,12.6
COc1ccc(CN2CCN(S(=O)(=O)c3ccc(F)cc3)CC2)c(OC)c1OC,0.8,0.1,-8.0,17.6
CC1Oc2ccc(F)cc2N(Cc2ccc(F)c(Cl)c2)C1=O (stereo not drawn),-0.8,1.2,-4.2,23.0
CCOP(=O)(CC(=O)O)c1ccccc1 (stereo not drawn),0.5,0.2,0.5,14.8
CC1(C)[C@H]2CC=C(CN3CCc4nnc(CNC(=O)c5cccc(F)c5)n4CC3)[C@@H]1C2,0.2,-0.1,-0.5,9.2
O=C1CCCC2=C1C(c1cccnc1)n1c(nc3ccccc31)N2 (stereo not drawn),-2.1,0.0,-8.7,23.8
O=C1OC(c2ccc(F)cc2)c2ccccc21 (stereo not drawn),1.7,0.0,-14.8,0.4
Cc1cc(Br)cc2c1NC(=O)C2(O)CC(=O)c1ccco1 (stereo not drawn),3.3,-0.1,-2.2,-2.3
CN(C)C(=O)/C(=C\c1cccc(Oc2ccccc2)c1)NC(=O)c1ccccc1,0.0,0.0,-6.2,-8.6
O=C(Cn1cnnn1)NC1CCCc2ccccc21 (stereo not drawn),0.9,0.0,-2.8,-3.1
CCOC(=O)c1c(NC(C)=O)sc2c(OC(C)=O)c(Br)ccc12,2.9,0.1,-3.7,1.0
Cc1cc(C)nc(Nc2ccc(OCc3ccccc3)cc2)n1,-0.8,0.1,1.6,21.2
Cc1cccc(Nc2nc3ccc(Cl)cc3n3nnnc23)c1,0.1,0.0,0.9,-9.2
CCCCc1ccc(NS(=O)(=O)c2cccc(C(=O)O)c2)cc1,3.8,-0.1,-0.5,10.5
CC(C)C1Nc2ccc(S(N)(=O)=O)cc2C2C=CCC21 (stereo not drawn),-0.1,0.0,8.7,7.9
COc1ccc(C(c2sc3nc(C)nn3c2O)N2CCC(O)CC2)cc1OC (stereo not drawn),-0.2,-0.1,-8.0,-9.9
O=C(CSc1ccnc(=O)[nH]1)N1CCN(c2ccccc2)CC1,-1.8,0.2,0.5,3.6
CC(=O)OCCCn1c(=N)c(C(=O)NCc2ccccc2)cc2c(=O)n3ccccc3nc21,3.0,-0.3,-3.4,-9.5
CC(=O)Nc1ccc(Nc2nc(Nc3ccc(-n4ccnc4)cc3)ncc2C)cc1,-0.1,-0.1,28.5,4.6
COc1cc2c(cc1OC)C(COc1ccc([N+](=O)[O-])cc1)N(C(=O)c1ccc(Cl)cc1)CC2 (stereo not drawn),-0.9,0.0,-7.7,8.2
CCOC(=O)N1CCC(n2c(SCC(=O)N3CCCCC3CC)nc3ccccc3c2=O)CC1 (stereo not drawn),-0.4,0.1,-9.3,12.2
c1ccc(-c2cnn(-c3ccnc(Nc4ccc(N5CCOCC5)cc4)c3)c2)cc1,0.2,0.1,45.1*,10.3
CCNc1nc(NCC)n2c(SCC(=O)Nc3ccc(OC)cc3OC)nnc2n1,4.8,-0.1,7.8,-1.1
CCC(=O)N1c2ccccc2NC2=C(C(=O)CCC2)C1c1ccco1 (stereo not drawn),0.1,0.2,-2.6,14.5
Fc1cccc(C2Oc3ccccc3C3=C2C(c2cccnc2)n2nnnc2N3)c1 (stereo not drawn),1.8,0.0,4.7,4.9
CCCOc1ccc(OC(=O)c2ccncc2)cc1,-1.4,-0.2,-1.2,-37.9
COc1cc(Nc2nc3ccc(C)cc3n3cnnc23)cc(OC)c1OC,0.9,0.0,33.9*,19.9
C=CCNC(=O)CN1CCN(Cc2nc(-c3ccccc3)cs2)CC1,-3.4,-0.4,-18.9,69.9*
Nc1nc(NCc2cccnc2)nc2c1ncn2Cc1ccc(C(F)(F)F)cc1,-1.2,0.1,3.7,12.7
O=C(Nc1ccccc1C(F)(F)F)c1cc2nc(-c3cccs3)cc(C(F)(F)F)n2n1,3.8,0.0,-20.5,8.3
Cc1cc(C)c(C#N)c(SCCSc2nc(C)cc(C)c2C#N)n1,-1.7,0.2,8.2,2.6
O=C(CCCn1c(=S)[nH]c2cc3c(cc2c1=O)OCO3)NCc1ccccn1,1.0,0.0,-7.7,-3.9
O=C(O)CCCn1c(=O)c2cc3c(=O)n(CCCC(=O)O)c(=O)c3cc2c1=O,-0.9,0.1,-1.9,11.3
COc1ccc2nc(NC(=O)CSc3nc4c(c(=O)[nH]3)CCC4)sc2c1,0.1,0.0,9.3,7.1
CCOc1ccc(OCC)c(S(=O)(=O)NCCOC23CC4CC(CC(C4)C2)C3)c1,-0.4,0.0,-8.3,-20.5
CC(=O)C1C(c2cc([N+](=O)[O-])ccc2O)NC(=O)NC1(O)C(F)(F)F (stereo not drawn),-1.0,-0.3,0.2,-3.8
COCCNC(=O)C(=O)Nc1cccc(Cl)c1C,1.6,0.1,3.3,-14.2
COc1ccccc1/C=N/Nc1nc(-c2cccnc2)nc2ccccc12,-1.1,-0.1,1.7,14.2
Cc1ccc(Nc2ncnc3c2cnn3-c2ccccc2)c(C)c1,-0.5,0.1,-49.0,4.6
CC1OC2(OC1C)C(=O)Nc1ccccc12 (stereo not drawn),0.7,0.0,0.9,-0.5
O=C(O)CNc1nc(F)cc(=O)[nH]1,-0.9,-0.1,-0.1,0.7
CS(=O)(=O)N(CC(=O)N1CCN(c2ccccc2F)CC1)c1ccc2c(c1)OCCO2,1.7,-0.2,5.5,11.9
Nc1nnc(Sc2ccc([N+](=O)[O-])c3ncccc23)s1,1.3,-0.1,22.1,-8.3
Cc1nccn1CCNC(=O)c1cccc2ccccc12,6.0*,-0.2,0.8,-0.7
CCn1cc(C(=O)Nc2cc(C)on2)c2cc(OC)c(OC)cc2c1=O,1.3,0.0,1.4,14.3

# Next section
SMILES,GPR151 activ,FBW7 act,TEAD-YAP inh,MITF primary
CCCCOC(=O)c1ccc(O)cc1,-1.8&1.6,0.0&-0.1,-18.9,15.5&-4.7
CC(C)CNC(=O)CSc1nc2ccc([N+](=O)[O-])cc2s1,0.0,0.4,2.3,17.9
COc1cc(NC(=O)c2c(-c3ccccc3)noc2C)c(OC)cc1Cl,2.8,-0.1,-0.4,-6.8
CCn1c(SCC(=O)NCCc2ccccc2)nc2cccnc21,-0.6,0.2,15.9,0.3
CCN1C(=O)[C@H]2[C@H]3[C@H](O)[C@H](O)C/C(=N\OCC(C)C)[C@@H]3CC[C@H]2C1=O,6.6*,0.3,·,13.6
CC1CCCN(C(=O)C2CCN(S(=O)(=O)c3ccc4c(c3)OCC(=O)N4)CC2)C1 (stereo not drawn),-0.3,0.0,1.4,-12.9
c1cc(-c2cncc(N3CCOCC3)c2)nc(Nc2ccc3c(c2)OCCO3)n1,1.4,0.0,14.2,-4.3
CC1CCCCN1CCN1C(=O)C2C(C(=O)Nc3cccc(Cl)c3)C3C=CC2(O3)C1C(=O)NC1CCCCC1 (stereo not drawn),2.4,0.0,-8.4,-9.2
COCCn1nnnc1C(c1ccc(F)cc1)N1CCN(c2cccc(C)c2C)CC1 (stereo not drawn),-0.7,-0.1,-1.9,2.9
COCCNC(=O)C(C(=O)c1ccc(F)cc1)n1cc(Cl)ccc1=O (stereo not drawn),-1.0,0.3,-3.4,12.2
CCOC(=O)c1c(NC(=O)CN2CCN(Cc3ccccc3)CC2)sc2c1CCC(C)C2 (stereo not drawn),-0.2,-0.1,-6.8,-7.1
CCOC(=O)C(C#N)C1(O)C(=O)c2ccccc2C1=O (stereo not drawn),-0.9,1.1,8.9,56.8*
Cc1ccc(-c2c(N3CCCCC3)c(=O)c2=O)cc1C,-0.2,-0.1,-0.5,-4.2
Cc1ccc(/C=C2/SC(=Nc3cccc(C)c3)NC2=O)cc1,-0.8,-0.1,7.9,-11.7
COc1ccc(F)cc1S(=O)(=O)NC1CCCC1,-0.1,-0.1,2.4,13.1
CN(C)CCCN(CCCN(C)C)Cc1ccc(Cl)cc1Cl,0.3,0.1,-4.9,47.4
COc1ccc(-c2cc(C(F)(F)F)n3ncc(C(=O)Nc4cccc(O)c4)c3n2)cc1,1.0,0.4,2.6,8.2
O=C(COc1ccccc1)NCCSc1ccccn1,0.0,-0.1,-38.0,-7.0
COc1ccc(OC)c(-n2c(-c3ccccc3)n[nH]c2=S)c1,1.5,-0.1,5.3,0.2
COc1cccc(CN2C(=O)C3C(C(=O)Nc4ccc(C)c(C)c4)C4C=CC3(O4)C2C(=O)NC2CCCCC2)c1 (stereo not drawn),-0.7,0.4,-7.9,-0.8
COC(=O)[C@@H]1CCCN1C(=O)C1CCN(c2nc(C)c3cc4c(cc3n2)CCC4)CC1,-0.1,0.0,-14.3,-12.1
COc1ccc(CCNc2nc(SCc3ccc([N+](=O)[O-])cc3)nc3ccccc23)cc1OC,-0.8,-0.2,-10.1,0.8
O=C(CN1Cc2ccccc2OC(c2ccccc2)C1)NCc1ccon1 (stereo not drawn),0.5,0.1,-5.7,11.5
CCOCCCNC(=O)c1ccc(-n2c(C)cc3c2CCCC3)cc1,-0.3,-0.2,-5.5,2.0
CCn1c(C(=O)O)c(CNCCC2=CCCCC2)c2ccc(OC)cc21,-2.0,-0.1,-4.2,19.8
CC(C)(O)c1cn(-c2nonc2N)nn1,1.3,0.2,-3.2,1.2
CC(=O)NCCNC(=O)CCCn1c(=S)[nH]c2cc3c(cc2c1=O)OCO3,-0.5,-0.1,11.2,-4.9
COc1ccc(OCC(=O)Nc2sc3c(c2C#N)CCCC3)cc1,-0.5,0.2,2.4,8.4
CN(C)S(=O)(=O)c1ccc(C(=O)NNC(=O)c2ccc3c(c2)CCCC3)cc1,0.2,0.1,11.1,-8.6

# 5 entries out of the list, arranged by number of heavy atoms, low to high.
SMILES,GPR151 activ,FBW7 act,TEAD-YAP inh,MITF primary
CN(C)CCCN(CCCN(C)C)Cc1ccc(Cl)cc1Cl,0.3,0.1,-4.9,47.4
CCn1c(C(=O)O)c(CNCCC2=CCCCC2)c2ccc(OC)cc21,-2.0,-0.1,-4.2,19.8
O=C(CN1Cc2ccccc2OC(c2ccccc2)C1)NCc1ccon1 (stereo not drawn),0.5,0.1,-5.7,11.5
COc1ccc(-c2cc(C(F)(F)F)n3ncc(C(=O)Nc4cccc(O)c4)c3n2)cc1,1.0,0.4,2.6,8.2
COc1cccc(CN2C(=O)C3C(C(=O)Nc4ccc(C)c(C)c4)C4C=CC3(O4)C2C(=O)NC2CCCCC2)c1 (stereo not drawn),-0.7,0.4,-7.9,-0.8

# Fetched by compound from the list above (4):
SMILES,GPR151 activ,FBW7 act,TEAD-YAP inh,MITF primary
COc1ccc(OCC(=O)Nc2sc3c(c2C#N)CCCC3)cc1,-0.5,0.2,2.4,8.4
COc1ccc(CCNc2nc(SCc3ccc([N+](=O)[O-])cc3)nc3ccccc23)cc1OC,-0.8,-0.2,-10.1,0.8
CCn1c(C(=O)O)c(CNCCC2=CCCCC2)c2ccc(OC)cc21,-2.0,-0.1,-4.2,19.8
COc1ccc(-c2cc(C(F)(F)F)n3ncc(C(=O)Nc4cccc(O)c4)c3n2)cc1,1.0,0.4,2.6,8.2

# Source: PubChem (The Scripps Research Institute Molecular Screening Center)
